Assay outcomes as filed in PubChem BioAssay.
DAX1 inh-1 – inhibitors of human orphan nuclear receptor DAX1 (NR0B1). 0.99% of 340,000 active. HEK293 Gal4-DAX1 luciferase reporter, luminescence. AID 504766. P51843. inhibition, % at 6.75 µM;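 active = inhibition above the mean over all tested compounds plus 3 SD, cut at about 4.2% in these data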;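 note: 0% = DAX1-transfected cells with DMSO and 100% = empty-vector control cells with DMSO; inhibition shows as a rise in luminescence from relieved DAX1 repression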
PLCg1 inh – inhibitors of human phospholipase C gamma1; AID 720700; purified PLC-gamma1, fluorogenic substrate, fluorescence; inhibition, % at 12.2 µM; 0.84% of 370,000 active; in the data active = inhibition above about 9.5%
Target sequence (P19174 whole entry, looked up): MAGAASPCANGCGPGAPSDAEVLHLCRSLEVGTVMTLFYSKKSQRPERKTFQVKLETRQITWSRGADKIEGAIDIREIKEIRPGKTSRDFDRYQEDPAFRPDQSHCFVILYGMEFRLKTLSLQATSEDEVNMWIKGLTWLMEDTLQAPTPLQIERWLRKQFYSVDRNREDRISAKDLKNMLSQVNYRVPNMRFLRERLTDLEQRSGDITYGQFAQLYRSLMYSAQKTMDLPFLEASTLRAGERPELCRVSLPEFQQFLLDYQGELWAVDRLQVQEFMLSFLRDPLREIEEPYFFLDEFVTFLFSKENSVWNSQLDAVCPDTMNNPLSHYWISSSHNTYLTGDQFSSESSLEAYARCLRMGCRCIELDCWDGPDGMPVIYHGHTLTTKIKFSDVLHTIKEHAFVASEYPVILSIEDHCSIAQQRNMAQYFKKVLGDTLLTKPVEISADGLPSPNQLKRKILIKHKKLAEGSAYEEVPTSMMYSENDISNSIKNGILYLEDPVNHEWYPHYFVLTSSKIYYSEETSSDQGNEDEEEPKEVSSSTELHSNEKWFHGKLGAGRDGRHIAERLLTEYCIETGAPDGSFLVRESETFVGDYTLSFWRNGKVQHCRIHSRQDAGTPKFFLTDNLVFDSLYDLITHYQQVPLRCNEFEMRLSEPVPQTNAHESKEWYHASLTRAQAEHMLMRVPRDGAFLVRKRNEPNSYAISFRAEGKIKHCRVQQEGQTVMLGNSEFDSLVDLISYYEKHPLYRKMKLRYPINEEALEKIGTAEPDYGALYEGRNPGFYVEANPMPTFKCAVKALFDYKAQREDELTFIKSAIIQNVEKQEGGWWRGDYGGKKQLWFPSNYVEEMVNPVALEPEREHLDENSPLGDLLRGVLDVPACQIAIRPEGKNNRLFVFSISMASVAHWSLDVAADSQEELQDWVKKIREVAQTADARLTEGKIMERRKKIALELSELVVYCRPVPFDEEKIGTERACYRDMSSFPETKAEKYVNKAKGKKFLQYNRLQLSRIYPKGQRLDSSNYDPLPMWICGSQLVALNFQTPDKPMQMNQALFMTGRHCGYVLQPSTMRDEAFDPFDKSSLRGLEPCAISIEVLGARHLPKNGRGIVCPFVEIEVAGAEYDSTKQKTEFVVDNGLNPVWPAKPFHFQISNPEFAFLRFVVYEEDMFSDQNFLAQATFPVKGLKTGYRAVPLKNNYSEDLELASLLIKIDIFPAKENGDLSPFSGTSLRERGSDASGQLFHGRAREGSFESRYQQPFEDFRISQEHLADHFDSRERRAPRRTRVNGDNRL
sPLA2-III inh – Blocks human group III sPLA2 activity | QFRET BODIPY PC-A2 liposome hydrolysis, fluorescence | inhibition, % at 12.2 µM | Q9NZ20 | 0.56% of 370,000 active | AID 743126;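 active = inhibition above mean plus 3 SD of compounds lying within the high and low control bounds, cut at about 19% in these data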;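 note: 0% = median of test compound wells and 100% = no enzyme DMSO wells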
ssDAF-12 act – activates DAF-12 receptor from parasite S. stercoralis; HEK293 ssDAF-12/GRIP1 lit1-tk-luc reporter, luminescence; % of 3 µM dafachronic acid response; activation, % at 6.8 µM; 1% of 370,000 active;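 active = activation above the mean over all tested compounds plus 3 SD, cut at about 0.9% in these data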;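 note: 0% = DMSO-only wells and 100% = 3 µM delta7-dafachronic acid wells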
hgDAF-12 ag – agonists of H. glycines DAF-12 nuclear receptor | HEK293 GAL4-hgDAF12 UAS-luciferase reporter, agonist luminescence; normalized to butyrate control | activation, % at 6.8 µM | 1.8% of 370,000 active | AID 687014;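 active = activation above a cutoff set at the mean of all screened compounds plus 3 SD, cut at about 10% in these data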;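 note: 0% = DMSO wells and 100% = sodium butyrate wells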
ADAM10 inh – ADAM10 inhibition, QFRET primary screen | recombinant ADAM10, EDANS/DABCYL FRET peptide cleavage, 3 h | 0.62% of 370,000 active | O14672 | inhibition, % at 7 µM | AID 720582;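 active = inhibition above a per-campaign cutoff equal to the mean of compounds falling between control-based bounds plus 3 SD, cut at about 20% in these data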;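 note: 0% = DMSO wells while the 100% control is not disclosed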
DAX1 inh-2 – blocks DAX1 repression of SF-1 activated StAR promoter | inhibition, % at 6.8 µM | AID 652010 | HEK293T StAR-luciferase reporter, SF-1/DAX-1 repression relief | 1.1% of 370,000 active;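 active = inhibition above the mean over all tested compounds plus 3 SD, cut at about 3.6% in these data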;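 note: 0% = DAX-1 cells with DMSO and 100% = cells lacking DAX-1 with DMSO; higher inhibition means more luminescence from relief of DAX-1 repression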
PLC-beta3 inh – PLC-beta3 (human) inhibition, primary screen. Purified PLC-beta3, fluorogenic substrate, fluorescence. inhibition, % at 12.2 µM. 0.18% of 370,000 active; in the data active = inhibition above about 11%;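 note: 0% = median of compound wells on plate and 100% = full blocker control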
hcDAF-12 act – activators of H. contortus DAF-12 nuclear receptor; 1.4% of 370,000 active; HEK293 hcDAF-12 lit1-tk-luc reporter, luminescence; 0% DMSO, 100% Δ7-dafachronic acid; activation, % at 6.8 µM;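 active = activation above the mean of all tested compounds plus 3 SD, cut at about 5.5% in these data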;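 note: 100% = response to 3 µM Δ7-dafachronic acid high control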
GAA850 FXN act – increases GAA850 frataxin promoter reporter activity; HEK293 lucGAA850 FXN promoter luciferase reporter, 24 h; percent of 10 µM SAHA response; activation, % at 6 µM; 0.56% of 360,000 active; AID 540364;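 active = activation above the average of all compounds screened plus 3 SD, cutoff fixed separately per campaign, cut at about 7.5% in these data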;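 note: 0% = DMSO wells and 100% = 10 µM SAHA wells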
ADAM17 inh – inhibits human ADAM17; P78536; recombinant ADAM17, EDANS/DABCYL FRET peptide cleavage; inhibition, % at 6.95 µM; 0.83% of 370,000 active; AID 720648;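 active = inhibition above the mean of compounds lying between control limits plus 3 SD, set per campaign, cut at about 8.5% in these data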;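 note: 0% = DMSO-only wells as the low control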
* = called active by the depositor; . = no result given. An unsorted share of the library; about 6.9% have a hit in one of these screens.

SMILES	DAX1 inh-1	PLCg1 inh	sPLA2-III inh	ssDAF-12 act	hgDAF-12 ag	ADAM10 inh	DAX1 inh-2	PLC-beta3 inh	hcDAF-12 act	GAA850 FXN act	ADAM17 inh
CCN(CC)CCN(CC)Cc1ccccc1Br	-0.8	1	5	0.0	0.1	3	-0.3	-2	-1.6	-2.4	-2
CC(=O)N1c2ccc(S(=O)(=O)NCC3CCC(C(=O)NCc4ccco4)CC3)cc2CC1C (stereo unspecified)	1.3	1	1	-1.0	-0.3	-9	-0.3	-8	-0.8	0.4	-5
CCOc1ccc(Nc2oc(Cc3ccccc3)nc2C#N)cc1	0.6	4	-11	-1.4	4.7	24*	-0.2	-1	-1.4	7.8*	7
CCOC(=O)c1ccc(NC(=O)CC2S/C(=N/N=C3/NC(=O)CS3)NC2=O)cc1 (stereo unspecified)	-1.1	2	-4	-1.8	2.4	4	-0.1	-5	2.0	1.5	-3
COc1ccc(S(=O)(=O)N2CCCC(C(=O)NCCCn3ccnc3)C2)cc1OC (stereo unspecified)	2.0	-4	3	-0.6	-0.7	-7	0.3	-5	0.6	0.5	-3
Cc1ccccc1CNC(=O)C1CCCN(c2cnccn2)C1 (stereo unspecified)	-0.1	-21	0	-1.5	1.8	-34	1.3	-38	2.4	-1.3	-9
O=C1CSC(c2ccccc2)N1Cc1ccccc1 (stereo unspecified)	0.3	-1	-2	-1.9	-0.7	1	-0.5	-5	-0.6	1.4	-1
Cn1cc(C(=O)NCC(=O)Nc2ccccc2Br)cn1	1.4	0	6	-0.8	-0.8	-11	2.6	-6	-0.9	0.8	-3
Cc1ccc(Sc2ncccc2C(=O)O)cc1C	-0.3	-1	3	-0.8	1.6	2	0.1	1	-0.1	0.6	1
N#CC(=C1C=C(Br)C(=NO)C=C1Cl)c1cccc2ccccc12	-0.8	-10	-55	-0.6	1.4	7	-0.8	-16	2.0	-1.2	4
CCOC(=O)Cn1nc2sc3ccccc3n2c(=O)c1=O	-0.5	-6	-1	-1.0	-0.3	-3	-0.1	-7	3.7	-2.5	-5
CC(C)C(=O)Nc1ccc(-c2nnc(-c3ccccc3)o2)cc1	3.8	-4	0	0.5	14*	-43	2.4	-8	5.4	4.1	-15
COc1cccc(NC(=S)N(CCc2c(C)[nH]c3ccc(C)cc23)Cc2cccs2)c1	-0.5	2	-1	-0.7	2.4	-9	0.7	3	0.9	0.0	0
Cc1ccc(-c2n[nH]c(=S)n2/N=C/C=C/c2ccccc2[N+](=O)[O-])cc1	1.1	0	1	-0.9	-1.8	1	0.5	0	0.2	0.4	-1
CCC1NC(=O)c2cc(S(N)(=O)=O)c(Cl)cc2N1 (stereo unspecified)	0.2	-39	-1	-0.8	1.7	-182	0.1	-46	0.6	2.2	-51
CC(Sc1nc(N)cc(=O)[nH]1)C(=O)Nc1cccc(Cl)c1 (stereo unspecified)	-0.1	1	-1	-1.1	-0.1	5	0.1	0	1.8	2.8	3
CCCCC(c1nnnn1C1CCCC1)N1CCN(C2CCCC2)CC1 (stereo unspecified)	0.5	-1	-9	0.2	4.0	-1	0.8	2	0.6	-0.4	-4
Cc1ccccc1CS(=O)(=O)c1ccc(C(=O)N2CCOCC2)cc1[N+](=O)[O-]	-1.0	0	-1	-1.3	-1.4	0	-4.4	3	-1.7	-8.9	-2
O=C(NCCc1ccc(S(=O)(=O)N2CCCC2)cc1)c1cccs1	0.0	8	5	-1.1	-1.3	6	-0.5	6	-2.3	-2.5	4
CCn1nnc(NC(=O)c2cccnc2)n1	1.9	5	4	-1.2	1.0	-8	0.5	8	-1.1	-2.1	4
CCN(CC)C(=O)CC[C@@H]1CC[C@]2(CCCN(C(=O)c3ccccc3)C2)O1	.	0	2	-1.0	-1.8	-2	1.3	2	-0.6	.	-2
COC(=O)c1ccc(OCC(O)CN(CC(C)C)CC(C)C)cc1 (stereo unspecified)	0.2	3	-3	-0.8	-0.8	4	-0.5	0	-1.0	-0.3	-3
O=C1C(=O)N(CCN2CCOCC2)C(c2ccccc2)/C1=C(\O)c1ccc2c(c1)OCCO2 (stereo unspecified)	0.9	-1	2	-1.0	-1.8	-4	4.0*	-4	1.2	-0.6	1
O=C(CCc1nc(-c2ccccc2)no1)NCc1ccccc1CN1CCOCC1	0.2	-1	9	-1.3	-0.9	-16	1.5	-8	-1.6	1.7	-3

3 entries from above, arranged by the number in ADAM17 inh, highest first.
Structure	DAX1 inh-1	PLCg1 inh	sPLA2-III inh	ssDAF-12 act	ADAM10 inh	DAX1 inh-2	PLC-beta3 inh	hcDAF-12 act	ADAM17 inh
COc1cccc(NC(=S)N(CCc2c(C)[nH]c3ccc(C)cc23)Cc2cccs2)c1	-0.5	2	-1	-0.7	-9	0.7	3	0.9	0
Cc1ccccc1CS(=O)(=O)c1ccc(C(=O)N2CCOCC2)cc1[N+](=O)[O-]	-1.0	0	-1	-1.3	0	-4.4	3	-1.7	-2
COC(=O)c1ccc(OCC(O)CN(CC(C)C)CC(C)C)cc1 (stereo unspecified)	0.2	3	-3	-0.8	4	-0.5	0	-1.0	-3

(continued)
SMILES	DAX1 inh-1	PLCg1 inh	sPLA2-III inh	ssDAF-12 act	hgDAF-12 ag	ADAM10 inh	DAX1 inh-2	PLC-beta3 inh	hcDAF-12 act	GAA850 FXN act	ADAM17 inh
O=C(CSc1ncn(-c2ccccc2)n1)Nc1ccc2c(c1)OCCO2	1.1	-6	-5	-0.2	1.9	0	-0.2	-5	1.0	-2.4	0
CCOc1ccc2nc(N(CCCN(C)C)C(=O)c3ccc4c(c3)CCCC4)sc2c1	0.3	0	-3	-1.4	2.0	-5	-0.4	-10	-0.9	-1.4	-3
COC(=O)C1=C(C)N(CCc2c[nH]c3ccc(OC)cc23)C(=O)C1	0.3	-11	-21	-1.9	-0.1	-16	1.2	-20	-0.9	0.0	-2
COc1ccc(OC)c2sc(N(CCN(C)C)C(=O)/C=C/c3cccs3)nc12	-0.7	2	-38	-1.1	-0.9	-6	-0.1	-9	-3.8	-0.2	1
O=C1CCC([N+](=O)[O-])C(c2cccc(Br)c2)N1 (stereo unspecified)	-1.5	-2	8	-1.8	-1.0	3	0.2	-5	-0.3	0.4	-2
NC(=O)C1(N2CCCCC2)CCN(C(=S)Nc2cccc(Cl)c2)CC1	0.7	9	1	-1.3	-1.1	5	-0.5	8	0.2	-0.1	3
O=C(NCC1CC1)Nc1cccc(Cl)c1	3.0	2	-2	-0.5	5.5	-6	0.7	-3	0.9	-0.3	2
O=C(NNc1ccccc1[N+](=O)[O-])Nc1ccc(F)cc1	-0.3	-1	4	-1.4	-0.2	-6	-0.3	3	-0.3	0.1	-1
CC(=O)Nc1c(O)c2ccccc2[nH]c1=O	-0.1	-10	5	-1.2	0.3	-2	-0.1	-15	0.4	1.1	-5
S=c1[nH]nc(-c2ccco2)n1/N=C/c1cccc(Cl)c1	1.7	-3	16	-1.7	-1.6	3	-0.3	-11	-1.5	0.6	-3
O=C(NCc1cccs1)C1CCCN(S(=O)(=O)c2ccc(Br)s2)C1 (stereo unspecified)	-1.3	2	0	-1.2	-1.7	4	-0.1	0	-1.8	-0.5	-1
COc1c(F)c(F)c(C(=O)O)c(Nc2ccccc2C)c1F	1.2	-2	-11	-1.3	-1.7	-3	0.0	0	-0.6	-0.6	0
COC(=O)c1sc(SC)c(-c2ccon2)c1C	-0.5	1	-3	-0.4	-1.0	2	-0.1	-8	-1.5	1.6	-2
Fc1ccc(N=C2NN=C(c3cc(F)ccc3F)CS2)cc1	1.3	-11	8	-0.5	16*	-8	1.9	-9	4.8	1.9	-3
COc1cccc(C2CCCCN(C)C2=O)c1 (stereo unspecified)	4.6*	-2	-3	-2.2	0.4	-6	0.8	-4	-2.1	-0.5	0
CC(C)CC(=O)N=C1SC2CS(=O)(=O)CC2N1Cc1ccccc1Cl (stereo unspecified)	.	-3	4	-1.4	0.1	-2	0.2	-4	-1.1	-0.8	-2
CC(C)c1ccc(NC(=O)COC(=O)CC2CCCC2)cc1	0.5	-2	-2	0.1	0.1	0	1.5	-12	0.0	1.5	0
N#Cc1ccc(N/N=C/c2cn(-c3ccccc3)nc2-c2ccccc2)c([N+](=O)[O-])c1	0.9	2	-1	-1.3	5.3	-1	0.1	-3	-0.5	1.9	0
Fc1ccc(-c2csc(-c3ccncc3)n2)cc1	-1.4	-68	-6	-1.2	3.4	-107	-1.4	-104	0.9	0.9	-31
Cc1cc(/C=N/NC(=O)CC2(C)OCCO2)c(C)n1-c1ccc(Cl)c(Cl)c1	-0.8	-11	-2	-1.0	1.2	6	-0.2	-23	2.4	-0.8	2
CC(/C=C/c1ccco1)=N/NC(=O)c1ccccc1Cl	1.9	-7	-2	-0.7	4.1	-2	0.0	-7	-0.7	4.5	-7
CCc1nc2oc3ccc(C)cc3c(=O)c2cc1C(=O)OC	1.4	-2	1	-1.3	5.5	-10	0.3	-10	0.2	3.4	-10
COc1cc(OC)cc(C(=O)NNC(=O)c2cc3ccccc3cc2O)c1	1.0	-58	10	-1.5	-2.3	-10	-0.6	-81	-1.8	-0.7	-3
N#C/C(=C\c1ccc(N2CCOCC2)o1)c1nc2ccccc2[nH]1	2.7	-360	-9	0.2	-0.9	-191	3.5	-318	11*	0.6	-62

The closing 3 records of the section above open the next one:
SMILES	DAX1 inh-1	PLCg1 inh	sPLA2-III inh	ssDAF-12 act	hgDAF-12 ag	ADAM10 inh	DAX1 inh-2	PLC-beta3 inh	hcDAF-12 act	GAA850 FXN act	ADAM17 inh
CCc1nc2oc3ccc(C)cc3c(=O)c2cc1C(=O)OC	1.4	-2	1	-1.3	5.5	-10	0.3	-10	0.2	3.4	-10
COc1cc(OC)cc(C(=O)NNC(=O)c2cc3ccccc3cc2O)c1	1.0	-58	10	-1.5	-2.3	-10	-0.6	-81	-1.8	-0.7	-3
N#C/C(=C\c1ccc(N2CCOCC2)o1)c1nc2ccccc2[nH]1	2.7	-360	-9	0.2	-0.9	-191	3.5	-318	11*	0.6	-62
N#Cc1c(-c2ccc(Cl)cc2)cc(-c2ccccc2)nc1SCC(=O)O	0.2	-52	-31	-1.5	1.6	-4	0.2	-79	0.1	0.6	1
O=C(N/N=C/c1cccc([N+](=O)[O-])c1)c1cccs1	0.8	2	10	-0.6	9.9	6	0.8	0	1.8	2.8	-6
CC(C)(C)C1CCC(C(=O)Nc2ccccc2)CC1 (stereo unspecified)	2.7	11*	0	-2.1	0.8	11	-1.0	5	-1.1	1.6	3
COc1ccc(S(=O)(=O)NC(C)C(=O)NCc2ccncc2)cc1C (stereo unspecified)	-0.7	-2	1	-0.6	0.0	-4	0.3	-7	-1.2	-0.5	-2
CCCNC(=O)c1ccc(COc2ccc(C)cc2)o1	1.6	3	-3	-1.5	-4.3	0	-0.1	-4	-0.2	0.6	-1
CC(CN1CCCCC1)OC(=O)c1ccco1 (stereo unspecified)	0.1	1	5	-0.8	-0.3	-6	-0.1	-5	-1.6	-0.7	-2
